p53 reactivation: mutant p53 re-activation in reporter cells; H1299 p53-A138V BP100-luciferase reporter, luminescence, 24 h; Potency, µM (doses to about 92.2 µM), for the others: at the top dose activity change, positive = activation, actives largely listed as activators; 320,000 tested, 0.063% active; also: potency is read from the fitted curve at half-maximal effect; % of control where 0% means no effect; nearly all actives have a fitted effect of over 45% in size
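p53-null H1299 cells stably carrying temperature-sensitive p53-A138V and a BP100-luciferase reporter were pinned with compounds (4-point, 1:5 series) and held 24 hrs at 37 deg C. Luminescence was read 10 min after detection reagent.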
ELG1 genotox: induces genotoxicity in HEK293T cells with luciferase-tagged ELG1. HEK293T ELG1-luciferase reporter, luminescence, 16 h. Potency, µM (titrated, usually from 46 µM), without a hit: at the top dose activity change, positive = activation, most hits filed as activators. 330,000 tested, 1.3% active. AID 504466; also: potency is read from the fitted curve at half-maximal effect; % of control where 0% means no effect; nearly all actives have a fitted effect of over 60% in size
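Step 1: seed 2,000 HEK293T ELG1-luciferase cells per well. Step 2: add compound or DMSO, incubate 16 hr at 37 °C. Step 3: ONE-Glo, 30 min at room temperature, read luminescence.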
Tb PFK block: blocks T. brucei phosphofructokinase. O15648. T. brucei PFK, ADP-Glo luminescence. 330,000 tested, 0.17% active. Potency, µM (doses to about 57.5 µM), inactives show at the highest dose activity, negative = inhibition, usual class: inhibitors. AID 485367;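 also: potency is read from the fitted curve at half-maximal effect; 0% = uninhibited 1x PFK enzyme wells and -100% = no-enzyme wells; nearly all actives have a fitted effect of over 60% in size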
Target sequence (O15648 whole entry, looked up): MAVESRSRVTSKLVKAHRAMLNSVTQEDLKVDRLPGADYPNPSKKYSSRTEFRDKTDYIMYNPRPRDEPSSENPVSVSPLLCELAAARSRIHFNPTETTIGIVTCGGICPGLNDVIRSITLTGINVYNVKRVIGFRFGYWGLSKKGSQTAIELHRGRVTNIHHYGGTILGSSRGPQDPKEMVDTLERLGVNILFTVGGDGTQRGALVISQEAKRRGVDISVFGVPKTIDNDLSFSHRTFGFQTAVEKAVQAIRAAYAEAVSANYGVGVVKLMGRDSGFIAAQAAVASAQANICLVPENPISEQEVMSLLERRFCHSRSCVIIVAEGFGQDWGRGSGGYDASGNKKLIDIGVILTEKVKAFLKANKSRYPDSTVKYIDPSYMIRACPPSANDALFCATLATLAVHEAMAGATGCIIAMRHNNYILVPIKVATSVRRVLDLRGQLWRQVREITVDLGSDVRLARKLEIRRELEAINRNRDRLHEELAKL
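1.25 nM PFK with 0.5 mM F6P and 0.1 mM ATP in 0.1 M TEA pH 8.0, 5 mM MgCl2, incubated 45 min at room temperature; ADP measured by ADP-Glo luminescence; compounds titrated up to 57 uM.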
TRPV1 agonist: activates the human vanilloid receptor TRPV1 | Q8NER1 | TRPV1-expressing cells, Fluo-8 calcium influx, agonist mode | activation, % at 8.33 µM | 320,000 tested, 0.19% active | AID 540275; in the data active = activation above about 80%; inconclusive = between about 30% and that limit; also: 0% is about no effect
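TRPV1-expressing cells were cultured overnight at 35.5C and loaded with Fluo-8 calcium dye for 40 to 90 min at room temperature. After a 10 s baseline, compound was added and calcium influx was read kinetically for 3 min (ex 480/em 520 nm).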
NPC1 promoter act: activates the NPC1 promoter; 320,000 tested, 2.4% active; Potency, µM (top dose mostly 9.22 µM), for inactives: top-dose activation, hits mostly activators; Huh7 NPC1 promoter luciferase reporter, 24 h; AID 485313;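 also: potency is read from the fitted curve at half-maximal effect; % of control where 0% means no effect; nearly all actives have a fitted effect of over 60% in size; reporter is driven by a mutant NPC1 promoter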
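Luminescence from an NPC1 promoter-driven luciferase reporter in stably transfected Huh7 cells was measured after 24 h compound treatment at 37 °C, followed by 10 min ambient incubation with luciferase detection reagent.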
BRCA1 expr act: activators of BRCA1 expression. AID 624202. Potency, µM (series often up to 46.1 µM), without a hit: top-dose activation, usual class: activators. 380,000 tested, 1.1% active. MCF7-BRCA1-FFLuc reporter, luminescence, 48 h; response scale: scaled: vehicle 0%, 10 µM genistein 100%; also: potency is read from the fitted curve at half-maximal effect; nearly all actives have a fitted effect of over 80% in size; some results filed as inactive show a strong effect at the top dose
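MCF7 cells carrying a BRCA1-firefly luciferase reporter (2000 cells/well, phenol-red free MEM) were attached for 2 h at 37 °C, then given compounds for 48 h. Luminescence was read 15 min after luciferase reagent; activity normalized to genistein (10 microM) and DMSO.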
VP16 counter: inhibits Gal4-VP16 luciferase reporter, ROR gamma counter-screen; Potency, µM (top dose mostly 53.6 µM), inactives show top-dose activity, negative = inhibition, hits mostly inhibitors; Drosophila S2 Gal4-VP16 UAS-luciferase, luminescence, 20 h; 310,000 tested, 3.5% active;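 also: Gal4-VP16 expression switched on by copper sulfate through the metallothionein promoter; potency is read from the fitted curve at half-maximal effect; % is scaled to controls: 0 for no effect and ±100 for the full control effect; nearly all actives have a fitted effect of over 50% in size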
RORgamma inh: inhibitors of mouse ROR gamma transcriptional activity; P51450; Drosophila S2 Gal4-RORgamma UAS-luciferase reporter, 20 h; Potency, µM (titrated, usually from 53.6 µM), inactives show at the highest dose activity change, negative = inhibition, most hits filed as inhibitors; 310,000 tested, 5.4% active; AID 2551; also: potency is read from the fitted curve at half-maximal effect; % is scaled to controls: 0 for no effect and ±100 for the full control effect; nearly all actives have a fitted effect of over 60% in size
Target sequence (P51450 whole entry, looked up, the tested form may be a part): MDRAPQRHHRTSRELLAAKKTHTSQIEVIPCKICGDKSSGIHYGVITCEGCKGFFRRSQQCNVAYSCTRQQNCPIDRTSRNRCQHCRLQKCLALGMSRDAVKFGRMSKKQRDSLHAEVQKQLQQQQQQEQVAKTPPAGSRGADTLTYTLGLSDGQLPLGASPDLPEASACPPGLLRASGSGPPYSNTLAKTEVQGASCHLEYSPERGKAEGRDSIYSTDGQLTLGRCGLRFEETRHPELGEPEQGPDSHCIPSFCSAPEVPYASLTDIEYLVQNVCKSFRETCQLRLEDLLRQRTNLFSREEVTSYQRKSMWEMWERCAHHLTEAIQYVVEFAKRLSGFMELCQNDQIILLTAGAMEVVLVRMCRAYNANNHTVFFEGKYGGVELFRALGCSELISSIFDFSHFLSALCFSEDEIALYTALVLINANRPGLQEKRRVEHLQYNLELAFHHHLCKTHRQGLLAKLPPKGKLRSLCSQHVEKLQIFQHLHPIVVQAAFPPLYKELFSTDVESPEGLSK
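In this cell-based reporter format, copper sulfate (700 uM final) drives Gal4–ROR gamma fusion expression from a metallothionein promoter in Drosophila Schneider cells; compounds preincubated 1 hr, reporter read after 20 hr at ambient temperature.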
ELG1 DNA repair: blocks ELG1-dependent DNA repair in HEK293T cells | AID 504467 | Potency, µM (doses to about 46.1 µM), inactives show at the highest dose activity change, negative = inhibition, hits mostly inhibitors | HEK293T ELG1-luciferase reporter, luminescence, 16 h; DNA damage induced by 5-fluorouridine | 330,000 tested, 2.3% active; also: potency is read from the fitted curve at half-maximal effect; % is scaled to controls: 0 for no effect and ±100 for the full control effect; nearly all actives have a fitted effect of over 55% in size
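Overnight (16 hr) co-exposure of 2,000 cells/well to 5-fluorouridine and compound at 37 °C preceded detection. Luciferase was quantified via ONE-Glo luminescence; loss of signal denotes inhibition.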
Rab9 promoter act: activates the Rab9 promoter; Huh7 Rab9 promoter-luciferase reporter, luminescence, 24 h; AID 485297; 320,000 tested, 2.8% active; Potency, µM (highest dose often 9.22 µM), without a hit: at the highest dose activation, negative = inhibition, hits mostly activators; also: potency is read from the fitted curve at half-maximal effect; % of control where 0% means no effect; nearly all actives have a fitted effect of over 60% in size
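Luminescence read-out: Huh7 cells stably expressing Rab9-luciferase, treated 24 h with compound at 37 °C, then lysed with luciferase reagent for 10 min at ambient before reading.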
FLuc counter: counter-screen for miR-21 project: firefly luciferase inhibitors or activators; P08659; Potency, µM (series often up to 57.5 µM), for the others: at the top dose activity change, negative = inhibition, usual class: inhibitors; AID 588342; purified FLuc, Km substrates, luminescence inhibition; 360,000 tested, 6.9% active;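 also: potency is read from the fitted curve at half-maximal effect; plate controls were vehicle for no effect and reference inhibitor for full effect; nearly all actives have a fitted effect of over 55% in size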
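Biochemical qHTS of compounds, final roughly 60 µM downward over six points, against 10 nM purified firefly luciferase using Km concentrations of substrates (10 uM D-luciferin, 10 uM ATP) in Tris acetate pH 7.5 buffer; luminescence output.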
* hit, by the source's call; ? = inconclusive; . = not tested or not shown; [ ] = dose if it differs, or a comment. Unless noted, calls follow the shape of the dose curve; as a rule, active = well fitted curve in the direction sought with a large enough effect; inconclusive = small, poorly fitted or top-dose-only effect, or another doubt; inactive = no such curve, though single readings can be large; an effect the other way counts as inactive or inconclusive. Compounds as they come; any-hit rate near 15%.

(1) COC(=O)NNS(=O)(=O)c1ccc(C)cc1
(2) CCOC(=O)C1CCCN(C/C=C/c2ccccc2[N+](=O)[O-])C1 (configuration not stated)
(3) O=C(Nc1cccc(O)c1)c1ccc2c(c1)C(=O)N(Cc1ccco1)C2=O
(4) O=C(O)CCCNC(=O)Nc1ccccc1
(5) COCC(=O)OCC(=O)Nc1cc([N+](=O)[O-])ccc1Cl
(6) COCCn1cc(C(=O)N2CCCC(C)C2)c2c3ccccc3n(C)c2c1=O (configuration not stated)
(7) Brc1ccccc1-n1nnc(-c2cccnc2)n1
(8) O=C(Nc1ccc(N2CCN(C(=O)c3ccco3)CC2)c(Cl)c1)c1cccnc1

assay / entry	1	2	3	4	5	6	7	8
p53 reactivation	-7%	3%	-5%	11%	2%	10%	6%	3%
ELG1 genotox	0%	-2%	0%	1%	3%	-2%	10%	-12%
Tb PFK block	0%	2%	0%	1%	1%	-2%	-1%	-1%
TRPV1 agonist	0	7	?	-5	1	-2	15	0
NPC1 promoter act	-2%	-2%	-3%	-5%	-3%	1%	?	-7%
BRCA1 expr act	-10%	3%	1%	-7%	0%	-1%	?	-12%
VP16 counter	-11%	6%	1%	6%	9%	-4%	-2%	-5%
RORgamma inh	4%	1%	34%	-20%	15%	41%	0%	39%
ELG1 DNA repair	13%	19%	-2%	7%	13%	-19%	?	6.5µM*
Rab9 promoter act	-2%	2%	-2%	-5%	8%	-4%	?	-6%
FLuc counter	0%	1%	-12%	?	2%	-3%	17µM*	-2%

(9) COCCn1c(COc2ccc(OC)cc2)nc2ccccc21
(10) COc1nc(N=C(N)N)nc2ccc(C)cc12
(11) COCCCn1c2nc3ccccc3nc2c2c(=O)n(Cc3ccc(Cl)cc3)c(C)nc21
(12) O=C(COC(=O)c1ccco1)Nc1ccc(N2CCOCC2)cc1
(13) CC(/C=N\NC(=O)Cn1c(C)nc2ccccc21)=C\c1ccccc1
(14) COC(=O)/C=C1/C(=O)N/C(=N\c2nc(C)cc(C)n2)N1c1ccc(OC)cc1
(15) CC1(C)Cc2c(sc3nc(-c4cc5ccccc5o4)n(N)c(=O)c23)CO1
(16) COc1ccc(/C=C/C(=O)OC(C)C(=O)c2ccccc2)cc1OC (configuration not stated)

assay / entry	9	10	11	12	13	14	15	16
p53 reactivation	26%	-1%	-4%	1%	5%	11%	?	5%
ELG1 genotox	6%	13%	-1%	0%	-5%	0%	1%	12%
Tb PFK block	-5%	0%	2%	-11%	-9%	0%	-1%	0%
TRPV1 agonist	6	1	-1	2	3	2	4	-4
NPC1 promoter act	18%	-5%	-4%	1%	-22%	0%	3.2µM*	0%
BRCA1 expr act	95%	.	.	-7%	-60%	-7%	99%	29%
VP16 counter	4%	2%	4%	.	13µM*	7%	25%	.
RORgamma inh	-29%	-40%	?	.	21%	-14%	-11%	.
ELG1 DNA repair	?	-17%	-1%	6%	3%	-5%	?	9%
Rab9 promoter act	?	-12%	-6%	2%	-30%[inhibitor]	-1%	2.8µM*	-3%
FLuc counter	-4%[2.3 µM]	5%	13%	-16%	3%	1%	6µM*	-16%

(17) Cc1cc(C)n2cc(COc3ccc4ccccc4c3)nc2n1
(18) O=C(Nc1ccc(NC(=O)C2CCCCC2)nc1)c1cccc(F)c1
(19) COc1ccc(/C=C/C(=O)c2c(O)cc(C)oc2=O)c(OC)c1
(20) O=C(NCCCn1ccnc1)C(=O)NCC1OCCN1S(=O)(=O)c1cc(F)ccc1F (configuration not stated)
(21) C(=N\Nc1nc2ccccc2[nH]1)/c1cccc2nccnc12
(22) Cc1cc(C(=O)Nc2cc(C(C)(C)C)on2)c(C)o1
(23) C=CCC(Nc1ccccc1)C12C=CC(O1)C(C(=O)OC)=C2C(=O)OC (configuration not stated)
(24) COc1ccc(CCNC(=O)C(=O)NCC2OCCN2S(=O)(=O)c2ccc3c(c2)OCCO3)cc1OC (configuration not stated)

assay / entry	17	18	19	20	21	22	23	24
p53 reactivation	?	7%	?	-1%	6%	13%	-23%	-6%
ELG1 genotox	?	18%	16µM*	6%	?	?	6%	-10%
Tb PFK block	4%	2%	1%	3%	-2%	2%	0%	2%
TRPV1 agonist	-2	8	-1	4	4	?	3	?
NPC1 promoter act	1.8µM*	5%	3.5µM*	0%	-5%	?	-12%	-1%
BRCA1 expr act	?	2%	?	2%	-47%	?	-89%[inhibitor]	-21%
VP16 counter	-16%	7%	?	15%	5.6µM*	2%	6.3µM*	-5%
RORgamma inh	-2%	13%	?	2%	1µM*	10µM*	5.6µM*	2%
ELG1 DNA repair	?	?	?	16%	?	?	-6%	12µM*
Rab9 promoter act	1.1µM*	14%	1.8µM*	1%	-4%	2.8µM*	-32%[inhibitor]	3%
FLuc counter	2.4µM*	4%	1.3µM*	-1%	?	9.5µM*	-2%	0%

Reprinted at random: five entries already listed, in no set order.
(23) C=CCC(Nc1ccccc1)C12C=CC(O1)C(C(=O)OC)=C2C(=O)OC (configuration not stated)
(24) COc1ccc(CCNC(=O)C(=O)NCC2OCCN2S(=O)(=O)c2ccc3c(c2)OCCO3)cc1OC (configuration not stated)
(18) O=C(Nc1ccc(NC(=O)C2CCCCC2)nc1)c1cccc(F)c1
(19) COc1ccc(/C=C/C(=O)c2c(O)cc(C)oc2=O)c(OC)c1
(17) Cc1cc(C)n2cc(COc3ccc4ccccc4c3)nc2n1

assay / entry	23	24	18	19	17
p53 reactivation	-23%	-6%	7%	?	?
ELG1 genotox	6%	-10%	18%	16µM*	?
Tb PFK block	0%	2%	2%	1%	4%
TRPV1 agonist	3	?	8	-1	-2
NPC1 promoter act	-12%	-1%	5%	3.5µM*	1.8µM*
BRCA1 expr act	-89%[inhibitor]	-21%	2%	?	?
VP16 counter	6.3µM*	-5%	7%	?	-16%
RORgamma inh	5.6µM*	2%	13%	?	-2%
ELG1 DNA repair	-6%	12µM*	?	?	?
Rab9 promoter act	-32%[inhibitor]	3%	14%	1.8µM*	1.1µM*
FLuc counter	-2%	0%	4%	1.3µM*	2.4µM*

(next part)
(25) COc1ccc2oc(C)c(C(=O)NN)c2c1
(26) O=C(Cc1ccc(-n2cccc2)cc1)NC1CCCCC1
(27) CC(C)c1nnc(NC(=O)C2CCCN2C(=O)Nc2ccccc2)s1 (configuration not stated)
(28) CN(C)CCNC(=O)c1ccccc1
(29) COc1ccccc1-n1cccc1C=O
(30) CC(C)CCNC1=CC(=O)CC(c2ccccc2)C1 (configuration not stated)
(31) COc1ccc(-c2nc3ncccc3o2)cc1NC(=O)c1ccco1
(32) CCCN(C(=O)CCOc1ccc(C(C)(C)C)cc1)c1c(N)n(Cc2ccccc2)c(=O)[nH]c1=O

assay / entry	25	26	27	28	29	30	31	32
p53 reactivation	0%	4%	1%	0%	1%	1%	2%	-13%
ELG1 genotox	0%	-3%	2%	2%	0%	-4%	1%	0%
Tb PFK block	1%	-9%	-7%	-2%	-2%	2%	8%	-1%
TRPV1 agonist	0	?	1	-2	1	11	0	-5
NPC1 promoter act	1%	0%	-3%	1%	1%	-5%	-2%	-1%
BRCA1 expr act	10%	-19%	-19%	2%	2%	-65%	0%	-19%
VP16 counter	8%	1%	10%	-12%	0%	5%	0%	.
RORgamma inh	-6%	19%	0%	-10%	-7%	?	-16%	.
ELG1 DNA repair	6%	0%	15%	4%	8%	?	6%	3%
Rab9 promoter act	-6%	0%	-1%	23%	3%	2%	-2%	-2%
FLuc counter	4%	-7%	2%	0%	-3%	-4%	-20%	6%

(33) CCc1cccc(CC)c1NC(=S)NCc1nc2ccccc2[nH]1
(34) CC(C)C(=O)OC1CCS(=O)(=O)c2sccc21 (configuration not stated)
(35) COc1ccc(-c2nc(CSCC(=O)NC3CCCc4ccccc43)c(C)o2)cc1OC (configuration not stated)
(36) O=C(CSc1nc2nc(-c3cccs3)cc(C(F)(F)F)c2c(=O)[nH]1)NCc1ccco1

assay / entry	33	34	35	36
p53 reactivation	-7%	4%	-5%	-5%
ELG1 genotox	0%	1%	-12%	5%
Tb PFK block	-6%	-11%	-3%	7%
TRPV1 agonist	0	2	1	0
NPC1 promoter act	-3%	-6%	-1%	-6%
BRCA1 expr act	-24%	0%	0%	-28%
VP16 counter	-10%	0%	7%	15%
RORgamma inh	?	6%	-16%	-30%
ELG1 DNA repair	7%	1%	16µM*	16%
Rab9 promoter act	-6%	2%	-10%	-1%
FLuc counter	0%	-1%	-1%	-16%

Screens from PubChem.
